PhoP inhibition = inhibitors of PhoP regulon expression, primary screen, Salmonella Typhimurium, GFP reporter (AID 1863) | S. Typhimurium PhoP-regulated promoter GFP reporter, 4 h; higher % means a stronger effect | one-dose inhibition, % at 50 µM; IC50 in µM for titrated hits | 300,000 tested, 0.16% active;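 active means inhibition over 29.93%, a cutoff 3 SD above the screen mean, later confirmed by dose response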;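 further: 0% = low Mg2+ inducing control and 100% = high Mg2+ repressing control; strong numbers were not always called active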
T cell HTS = T cell immune modulation candidate; 2C CD8+ T cell-vesicle binding, flow cytometry; active compounds read low; 330,000 tested, 0.068% active; calls only at 7 µM;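 active means response, share of CD8 T cells binding vesicles, and their 90th percentile fluorescence all below set limits, cut at about 80% in these data, passing the limit was not always enough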
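material = purified 2C TCR transgenic mouse naive CD8+ T cells | controls = Unloaded micro-vesicles (low), QL9 vesicles with 0.7% DMSO (high) | detection = cytometric PE anti-B7-1 and Alexa647 anti-CD8 signals after 1% paraformaldehyde fixation | incubation = binding step 1.5 h, 37 °C, antibody labelling 20 min, ice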
Hep lipid drop = modulators of hepatic lipid droplet formation | inhibition, % at 6.5 µM | AML12 mouse hepatocytes, oleate lipid droplets, BODIPY imaging | 240,000 tested, 0.4% active;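 active means lipid droplet intensity inhibited by at least 50%, with more than 500 cells counted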
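Material – mouse AML12 hepatocyte cell line, fixed after treatment · Compound dosing – one dose, 6.5 µM compound · Times – compound with oleate, overnight · Measured by – Image-based BODIPY and DAPI two-channel analysis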
Hep lipid drop cells 6.5 µM = further read-out of Hep lipid drop, marked with its call; cell count; measured here: cell count, cytotoxicity flag;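 cells counted across two imaged fields per well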
T cell HTS vesicle-bound % = also measured in T cell HTS; calls as there; double positive events, %; measured here: CD8+ vesicle-bound cell fraction;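 binding gate set so that unloaded-vesicle control wells show 10% double positive cells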
Starred values were filed as active, the others as inactive; i = inactive; · = no result given.

SMILES	PhoP inhibition	T cell HTS	T cell HTS vesicle-bound %	Hep lipid drop	Hep lipid drop cells 6.5 µM
CCOC(=O)C1CCN(C(=O)C2CCCN(c3ncnc4c3nc3n4CCCCC3)C2)CC1 (stereo not drawn)	6%	i	12	0	748
O=C(CN(C(=O)CNC(=O)c1ccco1)c1ccccc1F)NC1CCCCC1	-6%	i	38	-1	785
Cc1cc([N+](=O)[O-])ccc1NC(=O)c1cc2ccccc2o1	11%	i	·	6	850
CC(C)[C@H](NC(=O)c1ccco1)C(=O)N(C)Cc1c(F)cccc1Cl	-3%	i	31	-28	750
Cc1cccn2c(=O)c3cc(C(=O)NC4CCCC4)n(C)c3nc12	-4%	i	11	10	748
O=C(COc1ccc(Cl)cc1)N1CCCCCCC1	-5%	i	35	-4	819
O=C(NCc1cccs1)c1ccc(CS(=O)Cc2ccccc2Cl)o1 (stereo not drawn)	-2%	i	7	-18	710
Cc1cc(NC(=O)c2cc(-c3ccccn3)nc3c(Cl)cccc23)no1	1%	i	62	5	836
CC(=O)c1ccc(N2CCN(S(=O)(=O)c3c(C(=O)N4CCCCC4)c(C)n(C)c3C)CC2)cc1	-9%	i	2	3	767
O=[N+]([O-])c1ccc(O)c(Nc2c([N+](=O)[O-])ccc3nonc23)c1	2%	i	34	-18	787
O=C(CCc1nnc2ccc(NCc3ccccc3)nn12)NCC1CCN(C2CCCC2)C1 (stereo not drawn)	-6%	i	11	-7	621
COCCOC1CCN(C(=O)c2cc(COc3ccc(-n4cncn4)cc3)on2)CC1	2%	i	52	-4	708
Cc1cccc(C)c1NC(=O)CNC(=O)Cc1ccccc1[N+](=O)[O-]	2%	i	28	-10	703
CCOC(=O)c1c(S(=O)(=O)NCc2cccs2)c(C)n(C)c1C	5%	i	65	-10	595
O=C(O)c1ccccc1C(=O)c1cccc2ccccc12	-13%	i	9	-2	798
COC(=O)c1ccc(CN(c2ccc(C(=O)O)c(O)c2)S(=O)(=O)c2ccc(Cl)c([N+](=O)[O-])c2)cc1	5%	i	25	-10	838
CCOC(=O)N1CCN(C(=O)c2ccc3c(c2)NC(=O)/C(=C\c2ccc(OC)c(OC)c2)S3)CC1	-9%	i	7	1	724
CC(C)n1nc(C(=O)NCCCN2CCCC2=O)c2ccccc2c1=O	7%	i	18	0	831
COc1cccc(CN(C)C(=O)/C=C/c2ccc(S(=O)(=O)N3CCCCCC3)cc2)c1	1%	i	12	-14	657
CCCCCCCNC(=O)C1(CC2CC(c3ccc(Cl)cc3)=NO2)CCN(C(=O)c2cc(OCC)c(OCC)c(OCC)c2)CC1 (stereo not drawn)	-4%	i	60	50*	822*
CC1=C(C(=O)OCC2CCCCC2)C(c2ccc(F)cc2)NC(=O)N1 (stereo not drawn)	11%	i	58	-9	857
CCOc1ccccc1N(CC(=O)NCC1CCCO1)C(=O)CCC(=O)Nc1nccs1 (stereo not drawn)	-2%	i	43	-3	808
Clc1ccc(C2Nc3cccc4cccc(c34)N2)cc1Cl	4%	i	20	-2	814
CC(=O)N1CCc2cc(S(=O)(=O)CCC(=O)N(C)c3cc(C)ccc3C)ccc21	-2%	i	45	4	717
COC(=O)c1ccc(Cn2nc(-c3cc(C)ccc3C)ccc2=O)cc1	6%	i	33	-7	809
Cc1ccc(C(=O)NCCCNC(=O)c2ccco2)cc1C	-4%	i	30	-6	791
Cc1cccc(NC(=O)CCCNC(=O)c2ccc(Cl)cc2)n1	12%	i	17	-6	819
CN1CCN(C(=O)CNC(=O)Cc2ccc(Cl)cc2)CC1	0%	i	64	-2	846
O=C(O)Cc1sc(NCCc2ccccc2)nc1-c1ccc(F)cc1	2%	i	29	-18	775
CC(C)NC(=O)COCc1cc(-c2ccc3c(c2)OCO3)on1	-1%	i	50	4	795
O=C(CN1CCN(c2ccccn2)CC1)Nc1cccc(F)c1	4%	i	30	2	861
COc1ccccc1CNS(=O)(=O)c1ccc(-n2cnnn2)c(OC)c1	-5%	i	22	-4	798
COc1ccc(/C=N/NC(=S)NCCc2ccccc2)cc1	3%	i	44	-3	828
CCOC(=O)CSc1nnc(NC(=O)C2CC(=O)N(c3ccc(F)cc3)C2)s1 (stereo not drawn)	-5%	i	35	-7	705
O=C(NCCCN1CCOCC1)c1cnccn1	-4%	i	11	-2	706
Cc1ccccc1CN1CCC(n2nccc2NC(=O)CCCc2ccccc2)CC1	-7%	i	44	5	684
CN1CCN(C(=S)SCC(=O)N2CCCc3ccccc32)CC1	5%	i	51	-4	784
COc1ccc(CNC(=O)C2CCCN(S(=O)(=O)c3ccc(-n4cnnn4)cc3)C2)cc1 (stereo not drawn)	-5%	i	6	11	783
C=CCNc1nc(NCc2ccccc2)nc(OCC)n1	-2%	i	42	3	802
COc1cc(C(=O)NC(c2ccccc2)c2ccccc2)cc(OC)c1C	-11%	i	42	-3	737
COc1ccc(OCc2cc(C(=O)N(C)Cc3nccn3C)no2)c2ccccc12	8%	i	5	1	819
COc1ccc(-c2csc3ncnc(N4CCN(c5cccc(OC)c5)CC4)c23)cc1	1%	i	7	-35	798
CCn1c(=O)c2sccc2n2c(CCCC(=O)N3CCN(c4ccccn4)CC3)nnc12	-3%	i	15	-5	673
COc1cc(OC)cc(C(=O)NNC(=O)C(=O)Nc2cc(OC)c(Cl)cc2OC)c1	-1%	i	26	0	764
CCN(C(=O)CCS(=O)(=O)c1cccc2nsnc12)c1cccc(C)c1	-1%	i	44	-33	763
CC(C(=O)Nc1ccccn1)c1ccccc1 (stereo not drawn)	1%	i	57	2	842
CN(c1ccccc1)S(=O)(=O)c1nnc(NC(=O)c2ccco2)s1	-2%	i	10	-7	707
CCOc1ccc(NC(=O)CN(C)C(=O)CCc2ccccc2Cl)cc1OCC	2%	i	13	40	819
O=C(c1cccs1)N1CCCC(N2CCN(c3cccc(C(F)(F)F)c3)CC2)C1 (stereo not drawn)	-5%	i	14	-8	614
COC(=O)c1cc(C)sc1NC(=O)CSc1ncccn1	6%	i	15	-17	842
CC1CCN(S(=O)(=O)c2ccc3nc(N4CCN(c5ccccc5)CC4)ccc3c2)CC1	-4%	i	13	-6	719
Cc1cc(-c2ccc(C)c(S(=O)(=O)NCCCN3CCCCCC3)c2)on1	1%	i	8	-4	683
Cc1ccc(/C=N/NC(=O)COc2ccc(Cl)c(C)c2)o1	0%	i	45	2	831
CN(C)S(=O)(=O)c1ccc(C(=O)Nc2ccc3c(c2)CCC3)cc1	-2%	i	9	-7	814
NC(=O)c1ccc(NC(=O)Nc2ccc3c(c2)OCO3)cc1	-5%	i	72	-23	674
CCCCNC(=O)c1cn(CC)c2ccc(S(=O)(=O)N3CCCCCC3)cc2c1=O	-9%	i	27	-1	660
COc1ccc(/C=C(\NC(=O)c2ccc(C)cc2)C(=O)Nc2ccc(C(=O)O)cc2)cc1	3%	i	40	-5	790
CC(C)CNC(=S)N(CCCO)Cc1cc2cc3c(cc2[nH]c1=O)OCCO3	-3%	i	54	-1	794
O=C1C2CCCCC2C(=O)N1c1ccc(S(=O)(=O)Nc2ncccn2)cc1 (stereo not drawn)	3%	i	32	-13	645
CCOc1ccc(CN2CCN(Cc3cc4ccccc4o3)CC2CCO)cc1 (stereo not drawn)	-3%	i	6	-6	779

An excerpt from above, limited to T cell HTS vesicle-bound % and Hep lipid drop cells 6.5 µM:
SMILES	T cell HTS vesicle-bound %	Hep lipid drop cells 6.5 µM
CN(c1ccccc1)S(=O)(=O)c1nnc(NC(=O)c2ccco2)s1	10	707
CCOc1ccc(NC(=O)CN(C)C(=O)CCc2ccccc2Cl)cc1OCC	13	819
O=C(c1cccs1)N1CCCC(N2CCN(c3cccc(C(F)(F)F)c3)CC2)C1 (stereo not drawn)	14	614
COC(=O)c1cc(C)sc1NC(=O)CSc1ncccn1	15	842
CC1CCN(S(=O)(=O)c2ccc3nc(N4CCN(c5ccccc5)CC4)ccc3c2)CC1	13	719
Cc1cc(-c2ccc(C)c(S(=O)(=O)NCCCN3CCCCCC3)c2)on1	8	683
Cc1ccc(/C=N/NC(=O)COc2ccc(Cl)c(C)c2)o1	45	831

Next section.
SMILES	PhoP inhibition	T cell HTS	T cell HTS vesicle-bound %	Hep lipid drop	Hep lipid drop cells 6.5 µM
CC(=O)N1c2ccc(S(=O)(=O)N3CCCC(C(=O)Nc4cccc(Cl)c4)C3)cc2CC1C (stereo not drawn)	-8%	i	12	-28	745
CCN(CC)CCNC(=O)c1cc(Nc2ccc(OC)c(OC)c2)nc2ccccc12	9%	i	29	-6	823
Cc1ccc(S(=O)(=O)N2CCN(C(=O)CSc3ccc(F)cc3)CC2)cc1	5%	i	39	-6	762
COc1ccc(C(=O)NCC(=O)N2CCN(c3ccc(F)cc3)CC2)cc1	-2%	i	17	-5	823
COc1ccc(NCCc2ccccn2)cc1	12%	i	2	0	861
O=C1COc2ccc(NC(=O)c3ccccc3C(=O)O)cc2N1	14%	i	60	4	878
Cc1cc(S(=O)(=O)N2CCOCC2)ccc1OCC(=O)N1CCCC1	-5%	i	43	-18	752
COc1ccc(CC(=O)NNC(=O)c2ccco2)cc1OC	-1%	i	21	-6	799
CC(=O)N1CC(C)Sc2ccc(S(=O)(=O)NCCc3ccc(C)cc3)cc21 (stereo not drawn)	-2%	i	38	0	674
Cc1cccc(NC(=O)CCC(=O)Nc2nnc(C3CCCCC3)s2)c1	4%	i	43	-18	654
Cc1cc(OCC(=O)Nc2cnn(CCCC(=O)O)c2)ccc1Cl	4%	i	2	-11	764
Cc1ccc(C(=O)NC(C)c2nnc(SCC(=O)NC3CCCC3)n2C)cc1 (stereo not drawn)	0%	i	64	-7	669
CCC(=O)c1cn(CC(=O)Nc2cccc(OC)c2)c2ccccc12	1%	i	56	-9	767
Cc1ccc(N=C2NC(=O)C(CO)(CO)S2)cc1	2%	i	56	1	833
COc1ccc(NC(=O)Nn2cnnc2)cc1OC	-2%	i	17	-4	788

Ordered by molecular weight (rising): part of the list above.
SMILES	PhoP inhibition	T cell HTS	T cell HTS vesicle-bound %	Hep lipid drop	Hep lipid drop cells 6.5 µM
Cc1ccc(N=C2NC(=O)C(CO)(CO)S2)cc1	2%	i	56	1	833
O=C1COc2ccc(NC(=O)c3ccccc3C(=O)O)cc2N1	14%	i	60	4	878
CC(=O)N1c2ccc(S(=O)(=O)N3CCCC(C(=O)Nc4cccc(Cl)c4)C3)cc2CC1C (stereo not drawn)	-8%	i	12	-28	745

Additional results follow.
SMILES	PhoP inhibition	T cell HTS	T cell HTS vesicle-bound %	Hep lipid drop	Hep lipid drop cells 6.5 µM
CC(=O)c1ccc(NC(=O)/C(C#N)=C/c2ccncc2)cc1	-2%	i	63	2	665
COc1cccc(OC)c1C(=O)Nc1c(C(=O)N2CCN(C)CC2)oc2ccccc12	-3%	i	12	0	689
COC(=O)c1ccc(COc2ncnc3ccccc23)o1	-3%	i	22	-25	458
CC1(c2ccc(OCC(N)=O)cc2)NC(=O)NC1=O (stereo not drawn)	-4%	i	16	9	850
COc1cc(CCNC(=O)CCCn2c(=O)c3cccn3c3cccnc32)cc(OC)c1OC	-3%	i	45	8	799
COCC1CCN(C(=O)c2cc(COc3ccccc3SC)on2)C1 (stereo not drawn)	2%	i	72	5	826
Cc1ccc(C2(C)NC(=O)N(CC(=O)N3CCN(S(=O)(=O)c4cccc(F)c4)CC3)C2=O)cc1 (stereo not drawn)	-2%	i	54	-13	680
COc1ccc([N+](=O)[O-])cc1NC(=O)C(C)OC(=O)C1CCCC1 (stereo not drawn)	5%	i	56	-6	720
COc1ccc(Nc2cc(C)nc3ncnn23)cc1Cl	-3%	i	59	1	841
Cc1noc(C)c1S(=O)(=O)N(CC(=O)NC(C)c1ccccc1)c1ccc(C(C)C)cc1 (stereo not drawn)	3%	i	9	1	670
Cc1ccc2occ(/C=N/NC(=O)c3ccc(O)cc3)c(=O)c2c1	12%	i	56	-10	805
CCC(=O)C1CCCN(C(=O)CCc2nnc(C3(c4ccc(Cl)cc4)CCC3)o2)C1 (stereo not drawn)	-3%	i	23	-4	672
COc1ccc(-c2csc(NC(=S)NC(=O)c3ccc(S(=O)(=O)N(C)C)cc3)n2)cc1OC	0%	i	14	8	826
C/C(=N\NC(=O)c1ccncc1)c1cccc(NC(=O)c2ccc(Cl)s2)c1	0%	i	18	9	691
Cc1ccc2cc(CN(CC(C)C)S(=O)(=O)c3cccc4nonc34)c(=O)[nH]c2c1	-3%	i	6	11	671
COc1ccc(NC(=O)c2cnc(SC)nc2)cc1	-1%	i	25	1	853
C/C(=N\NC(=S)NCCc1ccccc1)c1ccc(Cl)cc1Cl	8%	i	19	38	792
CCc1ccc(N2CC(C(=O)N/N=C/c3ccccc3OC)CC2=O)cc1 (stereo not drawn)	-4%	i	30	-41	742
C/C(=N/NC(=O)CCc1ccccc1)c1ccc2c(c1)OCO2	2%	i	58	-7	820
COc1ccccc1N(CC(=O)NC1CC2CCC1C2)S(=O)(=O)c1ccc(C)cc1 (stereo not drawn)	-7%	i	6	-32	596

An excerpt; count on the stated rates, not on these rows.
